# Screening data from PubChem.
# TROY signal inh – inhibitors of TROY-driven NF-kB signaling, primary screen, Q293 LMP1-TROYcd cells, NF-kB luciferase, uHTS; Q293 LMP1-TROYcd NF-kB luciferase reporter, 4 h; inhibition, % at 10 µM; 360,000 tested, 0.98% active;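 active = compounds whose plate-normalised and pattern-corrected inhibition of the luciferase reporter signal at the single screening dose is 50% or more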
# TRPM1 prom inh – inhibitors of MITF-dependent TRPM1 promoter reporter, primary screen, cell-based, SK-MEL-5, single point, luciferase | SK-MEL-5 TRPM1 promoter luciferase, 24 h | 330,000 tested, 0.83% active | inhibition, % at 12.5 µM;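 active = mean inhibition across replicates of 60% or more, whatever share of single replicates reaches that level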; note: values of inactives mirror those of a sister screen read the other way
# Shn3 3UTR inh – reduction of Shn3 3'UTR firefly luciferase signal, primary screen, Schnurri-3 inhibitor project, cell-based, Clone20 osteoblasts, set 2; 360,000 tested, 0.52% active; Clone20 osteoblast Shn3 3'UTR firefly luciferase, 24 h; inhibition, % at 12.5 µM;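 active = mean inhibition of at least 75% with every replicate also reaching 75%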;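 note: 0% = median of neutral control wells and 100% = pilot-screen positive control compound; some compounds past the cut are filed as inactive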
# NR2E3 ag-1 – inhibitors of NR2E3-RetCOR corepressor binding, primary screen, NR2E3 agonist project, biochemical, TR-FRET, GST-NR2E3, biotin-RetCOR | Photoreceptor-specific nuclear receptor (Homo sapiens), Q9Y5X4 | 1536-well | inhibition of corepressor binding, % at 4.78 µM | 320,000 tested, 0.12% active | AID 2300, 2010;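 active = percent inhibition above the cutoff of mean plus 3 SD of all tested compounds, set per screening campaign, cut at about 20% in these data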;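 note: 0% = DMSO wells and 100% = biotin wells as full block of FRET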
# Target sequence (Q9Y5X4 whole entry, looked up): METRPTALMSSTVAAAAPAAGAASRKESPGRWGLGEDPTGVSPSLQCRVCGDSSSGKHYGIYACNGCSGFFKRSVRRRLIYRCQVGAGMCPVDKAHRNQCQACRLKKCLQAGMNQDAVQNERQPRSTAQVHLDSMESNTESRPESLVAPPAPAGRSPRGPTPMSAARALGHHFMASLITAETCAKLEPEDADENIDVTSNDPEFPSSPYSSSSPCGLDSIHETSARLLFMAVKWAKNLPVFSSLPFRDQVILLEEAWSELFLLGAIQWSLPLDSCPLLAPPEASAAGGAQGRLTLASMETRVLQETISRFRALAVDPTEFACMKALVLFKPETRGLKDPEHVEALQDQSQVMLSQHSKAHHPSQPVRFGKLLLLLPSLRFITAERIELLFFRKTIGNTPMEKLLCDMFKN
#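 Test system: GST-NR2E3 and biotin-RetCOR proteins | Quantity: 1.35 nM GST-tagged NR2E3 final | Medium: Tris pH 7.5 | Also added: 7 nM biotin-RetCOR | Dosing: Compound at 4.8 µM, single dose | Timing: 5 h at 4 °C | Detection: Time-resolved FRET | Read-out basis: Percent inhibition | Benchmarks: Biotin wells as high control, 0.6% DMSO wells as low control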
# CF NFkB inh – inhibitors of PAF-induced NF-kB signaling, primary screen, cell-based, GFP fluorescence, uHTS; KKLEB NF-kB-GFP reporter, GFP fluorescence overnight; inhibition, % at 5 µM; 360,000 tested, 0.86% active; AID 588850, 2011;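 active = at least 50% inhibition at 5 µM, scaled per plate between neutral and stimulator controls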;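 note: PAF is a Pseudomonas aeruginosa culture filtrate used as stimulus; plate controls were PAF-stimulated DMSO wells for no effect and unstimulated DMSO wells for full effect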
# HIF-2a block – HIF-2a reporter inhibitors, primary screen, luminescence, 786-0 RCC cells | 786-0 RCC cells HIF-2a reporter, luciferase luminescence, overnight | inhibition, % at 18.8 µM | 360,000 tested, 0.72% active;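 active = inhibition of the luminescence signal of 40% or more relative to plate controls, in a single-dose primary screen at 18.75 µM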
# C8 TRAIL sens – viability loss with TRAIL in NB7+C8 cells, primary screen, TRAIL sensitizer project, cell-based, ATPlite luminescence | inhibition (viability loss, TRAIL sensitization), % at 10 µM | 360,000 tested, 1% active;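 active = compounds causing at least 50% loss of cell viability in the single-dose screen, relative to plate controls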
# NR2E3 ag-2 – NR2E3 agonists in two-hybrid cells, primary screen, cell-based, luminescence, CHO-S, Gal4-NCOR/VP16-NR2E3. Photoreceptor-specific nuclear receptor (Homo sapiens), Q9Y5X4. luciferase. inhibition of corepressor binding, % at 3.98 µM. 360,000 tested, 0.35% active. AID 602229, 2012;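 active = inhibition above the mean of all tested compounds plus 3 SD, cut at about 70% in these data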;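 note: 0% = DMSO with NR2E3 transfected cells and 100% = cells lacking NR2E3 construct; higher means lower luciferase signal from less NR2E3 corepressor binding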
# TWEAK Fn14 block – inhibitors of TWEAK-Fn14 signaling, primary screen, luciferase reporter cells, uHTS; TWEAK-stimulated Fn14 reporter cells, luciferase luminescence, 8 h; 360,000 tested, 2% active; inhibition, % at 10 µM; AID 1159606, 2016; in the data active = inhibition above about 50%
# Peg3 prom inh – Peg3 promoter-driven luciferase inhibitors, primary screen, cell-based, HeLa, luciferase luminescence. HeLa PEG-Prom luciferase reporter, overnight. inhibition, % at 20 µM. 360,000 tested, 1.7% active. AID 588405, 2011;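 active = inhibition of at least 50% at 20 µM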
# KKLEB tox – cytotoxicity in KKLEB CF airway cells, primary screen, cytotoxicity control for CF NF-kB inhibitor project, cell-based, uHTS, fluorescence assay plates | 360,000 tested, 0.36% active | activity change (cytotoxicity), % at 5 µM | AID 602141, 2011 | KKLEB CF airway cells viability, ATPlite luminescence, overnight; stronger effect = lower value; cells stimulated with P. aeruginosa culture filtrate;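 active = corrected activity change at or below -50% at 5 µM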
# The depositor's hits bear a star; x = no result given. Some of the compounds tested, so the mix of outcomes need not match the whole.
SMILES,TROY signal inh,TRPM1 prom inh,Shn3 3UTR inh,NR2E3 ag-1,CF NFkB inh,HIF-2a block,C8 TRAIL sens,NR2E3 ag-2,TWEAK Fn14 block,Peg3 prom inh,KKLEB tox
CC(C)CNC(=O)C1(C)CCCCCN1C(=O)c1cccnc1 (stereo unspecified),-9,x,-2,x,-12,-1,1,1,21,-8,-4
COc1ccc(-c2nc(CS(=O)(=O)CC(=O)NC3CCCCCC3)c(C)o2)cc1,5,-2,2,-3,-10,-5,-20,5,-14,-10,6
CSc1nc(C)cc(-n2ccc(=O)[nH]c2=O)n1,-11,-8,-42,1,-4,-9,1,-21,13,3,-4
Cc1nnc(NC(=O)c2cc(-c3ccco3)nc3ccccc23)s1,-4,-6,-66,1,-23,8,6,-29,-2,19,18
CC(C)CNC(=O)c1coc(=O)c(Br)c1,4,1,1,0,74*,70*,9,22,48,74*,-12
CCCN(C)C1CN(Cc2cn(Cc3cccc(Cl)c3)nn2)S(=O)(=O)C1 (stereo unspecified),-16,x,x,x,x,2,4,-13,-8,x,x
CCOC(=O)C1=CCN(S(=O)(=O)c2ccccc2C(=O)OC)C1c1ccc(Cl)cc1 (stereo unspecified),2,x,-5,x,14,-1,-26,-5,5,16,-7
Cc1nnc(NC(=O)CCCCCN2C(=O)C3C4C=CC(C4)C3C2=O)s1 (stereo unspecified),-2,4,0,5,-3,13,-3,-23,17,7,2
O=C(c1ccc(Br)o1)N1CCN(c2ccc3nnc(-c4ccccc4)n3n2)CC1,-8,-1,14,-2,4,2,13,7,-60,16,-6
O=[N+]([O-])c1ccccc1/C=C/CN1CCN(Cc2ccc3c(c2)OCO3)CC1,18,5,17,8,-16,19,-14,12,-1,6,4
Cc1ccsc1C(=O)NNC(=O)C1CCCCC1C(=O)O (stereo unspecified),-13,8,-102,0,-13,-37,-2,-138,-21,-3,4
CCCn1c(=S)[nH]c2cc(Cl)ccc21,-9,9,10,-5,6,16,-2,3,2,-11,9
CN(C)C(CNS(=O)(=O)c1ccc(Cl)cc1)c1cccnc1 (stereo unspecified),-5,x,-5,0,9,12,5,-15,3,12,0
CCC1CN(C(=O)N2CCC(C(=O)NCc3cccc(F)c3)CC2)c2ccccc2O1 (stereo unspecified),-1,-4,9,2,-8,8,-1,-18,-1,2,0
CC(C(=O)Nc1cccc([N+](=O)[O-])c1)N1CCN(C/C=C/c2ccccc2)CC1 (stereo unspecified),3,1,-9,2,9,8,7,1,-3,18,-14
COC(=O)c1cccc(-n2c(CCC(=O)O)ccc2-c2cccs2)c1,-15,-5,-4,0,11,-70,7,-30,-20,-2,-29
Cc1onc(-c2ccccc2)c1C(=O)Nc1sc2c(c1C#N)CCC(C)C2 (stereo unspecified),9,5,7,1,19,-53,2,-84,-2,13,-14
CCCCNC(=S)NNC(=O)c1cc(-c2cccnc2)nc2ccccc12,-11,-6,-24,-4,-11,-13,8,13,-26,4,-4
c1ccc(-c2nc(NCCCn3ccnc3)c3ccccc3n2)cc1,4,8,11,-1,10,1,-4,11,-25,31,-8
O=C(NNC(=O)C12CC3CC(CC(C3)C1)C2)c1cnccn1,8,1,15,0,1,17,-6,-8,17,16,7

# Record cards, from the list above.
# `CCCCNC(=S)NNC(=O)c1cc(-c2cccnc2)nc2ccccc12` is entered as TROY signal inh: -11; TRPM1 prom inh: -6; Shn3 3UTR inh: -24; NR2E3 ag-1: -4; CF NFkB inh: -11; HIF-2a block: -13; C8 TRAIL sens: 8; NR2E3 ag-2: 13; TWEAK Fn14 block: -26; Peg3 prom inh: 4; KKLEB tox: -4
# `Cc1onc(-c2ccccc2)c1C(=O)Nc1sc2c(c1C#N)CCC(C)C2` (stereo unspecified) is entered as TROY signal inh: 9; TRPM1 prom inh: 5; Shn3 3UTR inh: 7; NR2E3 ag-1: 1; CF NFkB inh: 19; HIF-2a block: -53; C8 TRAIL sens: 2; NR2E3 ag-2: -84; TWEAK Fn14 block: -2; Peg3 prom inh: 13; KKLEB tox: -14

# Continuation.
SMILES,TROY signal inh,TRPM1 prom inh,Shn3 3UTR inh,NR2E3 ag-1,CF NFkB inh,HIF-2a block,C8 TRAIL sens,NR2E3 ag-2,TWEAK Fn14 block,Peg3 prom inh,KKLEB tox
C#CCNC(=O)C1=C[C@H](c2coc3ccccc3c2=O)[C@@H](CCCO)[C@H](OCC)O1,-15,-11,-22,1,-3,8,0,-4,-23,-11,11
CNc1cc(N2CCCC2)ccc1[N+](=O)[O-],-14,-21,4,1,-6,-33,-1,5,-24,-65,4
Cc1cc(C(=O)COC(=O)c2ccc[nH]c2=O)c(C)n1-c1ccc(F)cc1,70*,-34,-22,4,-3,21,52*,-145,64*,3,-9
Clc1ccc(-c2cc(-c3nnc4n3CCCCC4)c3ccccc3n2)cc1,-3,16,81,1,4,-10,4,-1,0,22,-12
O=C1CNC(=S)N1CCc1ccc(O)c(O)c1,-3,x,-20,2,-22,13,10,-30,-6,8,4
Cc1ccc(Cc2nc(-c3cccc(C)c3)no2)cc1,-56,-75,-48,3,-23,-294,20,-20,-21,-298,2
COc1ccc(-c2nnn(CC#N)n2)cc1OC,9,10,7,1,-4,12,-11,-4,8,-1,14
COc1ccc([N+](=O)[O-])cc1NC(=O)COC(C)=O,11,1,-10,-4,14,6,-3,-9,4,19,-5
Cc1cccc(NC(=O)C2Cc3ccccc3CN2C(=O)OCc2ccccc2)c1C (stereo unspecified),-6,0,10,-3,18,9,-1,x,13,6,1
COc1ccc(C(=O)/C=C/c2ccc(OC)c(COc3ccccc3F)c2)cc1,-11,2,24,-3,7,21,27,-1,2,23,-23
CCN(CCn1cccn1)C(=O)c1cc(COc2cc(C)ccc2C)on1,-48,-60,-52,x,-1,-259,-2,-73,-19,-252,-2
N#CC(=NCc1cccnc1)C1=C(O)c2ccccc2C1=O,14,9,8,-2,-16,10,-2,1,-11,4,8
COCCNC(=S)N/N=C(\C)c1ccc(-n2ccnc2)cc1,1,-18,15,8,-4,15,20,3,1,10,0
CC(C)Oc1ccccc1-c1cc(C(=O)N/N=C/c2cccnc2)c2ccccc2n1,4,6,-8,2,-6,2,6,-8,-3,10,-3
COc1ccccc1C(=O)Nc1ccc(C(=O)/C=C/c2cccs2)cc1,-66,-9,-1,-3,-24,-143,5,-24,-33,-5,-1
CCCc1cc(=O)oc2c(C)c(OCC(=O)c3ccc(N4CCCC4)cc3)ccc12,6,-11,23,x,20,-5,3,-12,-23,-5,0
Cc1cccc(C)c1N1CCN(C(=O)N2CCCCC2)CC1,8,1,-2,5,-3,7,-2,-26,-9,-25,-12
Oc1ccc(-c2csc(-c3ccccc3)n2)cc1O,-45,-3,52,6,-8,-358,22,-184,9,-210,-8
COc1ccc(Cc2nn3c(-c4ccccc4OC)nnc3s2)cc1,1,6,5,-1,22,-3,5,6,-4,10,7
COc1ccc(Nc2ncc(C(=O)N3CCN(Cc4ccccc4)CC3)c3ccccc23)cc1,21,20,10,0,6,-53,22,-2,96*,46,-13

# Given with values under each structure: entries from further up.
# Every second line gives: TROY signal inh | TRPM1 prom inh | Shn3 3UTR inh | NR2E3 ag-1 | CF NFkB inh | HIF-2a block | C8 TRAIL sens | NR2E3 ag-2 | TWEAK Fn14 block | Peg3 prom inh | KKLEB tox
> COCCNC(=S)N/N=C(\C)c1ccc(-n2ccnc2)cc1
→ 1 | -18 | 15 | 8 | -4 | 15 | 20 | 3 | 1 | 10 | 0
> Oc1ccc(-c2csc(-c3ccccc3)n2)cc1O
→ -45 | -3 | 52 | 6 | -8 | -358 | 22 | -184 | 9 | -210 | -8
> N#CC(=NCc1cccnc1)C1=C(O)c2ccccc2C1=O
→ 14 | 9 | 8 | -2 | -16 | 10 | -2 | 1 | -11 | 4 | 8
> COc1ccc(Cc2nn3c(-c4ccccc4OC)nnc3s2)cc1
→ 1 | 6 | 5 | -1 | 22 | -3 | 5 | 6 | -4 | 10 | 7
> CCCc1cc(=O)oc2c(C)c(OCC(=O)c3ccc(N4CCCC4)cc3)ccc12
→ 6 | -11 | 23 | x | 20 | -5 | 3 | -12 | -23 | -5 | 0
> COc1ccc(Nc2ncc(C(=O)N3CCN(Cc4ccccc4)CC3)c3ccccc23)cc1
→ 21 | 20 | 10 | 0 | 6 | -53 | 22 | -2 | 96* | 46 | -13

# Next results:
SMILES,TROY signal inh,TRPM1 prom inh,Shn3 3UTR inh,NR2E3 ag-1,CF NFkB inh,HIF-2a block,C8 TRAIL sens,NR2E3 ag-2,TWEAK Fn14 block,Peg3 prom inh,KKLEB tox
COC(=O)CN(n1cnnc1)S(=O)(=O)c1ccc(C)cc1,2,5,-23,-1,4,18,-3,-34,3,2,2
CC1=C(C)CC(C(=O)N2CCN(Cc3ccccc3)CC2)C(C(=O)O)C1 (stereo unspecified),-10,7,-3,-1,3,8,-13,-10,-5,-3,-3
COCCN(CCOC)Cc1cc(=O)oc2cc(C)ccc12,1,x,-6,x,4,1,4,6,-10,7,-10
O=C(O)c1ccc2c(=O)n(Cc3ccccc3)c(SCc3ccc([N+](=O)[O-])cc3)nc2c1,18,6,-10,0,8,26,-9,-26,25,39,2
COc1cccc(NC(=O)C(=O)NCCCn2ccnc2)c1,-32,-15,-5,0,1,-79,-24,-53,-4,-31,-2
CCn1nc(C)c(NS(=O)(=O)c2ccccc2)c1C,-10,14,7,2,0,-2,3,6,8,10,3
O=C(c1cc(-n2cnnc2)ccc1Cl)N1CCN(c2nc(-c3ccccc3)cs2)CC1,29,18,33,1,13,11,9,42,1,14,-12
O=C1CN(C(=O)CCCc2c[nH]c3ccccc23)c2ccccc2N1,-5,22,-11,3,5,0,-8,1,11,4,-3
Cc1cc(C)cc(OCC(=O)OCC(=O)NC2CCCC2)c1,3,-2,-15,4,19,6,-2,-51,6,1,-6
Brc1ccc(OCc2nc3ccccc3[nH]2)cc1,-35,-93,-69,-3,9,-224,18,-169,5,-385,-10
